Tau ThT inhib: tau fibrillization inhibition (ThT binding); P10636; recombinant tau K18 P301L, heparin-induced fibrillization, ThT fluorescence; Potency, µM (doses to about 57.4 µM), inactives show at the highest dose activity, negative = inhibition, hits mostly inhibitors; hit rate 2.1% among 270,000; AID 1460; note: % is set by controls: 0 for no effect and ±100 for the full control effect; nearly all actives have a fitted effect of over 55% in size
Target sequence (P10636 561-689 P618L limits assumed): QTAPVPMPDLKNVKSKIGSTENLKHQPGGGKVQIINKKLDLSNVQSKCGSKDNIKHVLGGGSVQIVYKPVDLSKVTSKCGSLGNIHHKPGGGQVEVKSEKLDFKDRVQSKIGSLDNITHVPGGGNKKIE
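Fibril formation assay: tau K18 P301L at 15 uM with trace Alexa 594 label, heparin inducer 20 uM, pH 7 sodium acetate buffer, 37 C for 6 hr; endpoint ThT signal.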
KDM4E inh: inhibitors of human JMJD2E histone demethylase | Potency, µM (series often up to 57.1 µM), inactives show top-dose activity change, negative = inhibition, usual class: inhibitors | JMJD2E catalytic domain, FDH-coupled NADH fluorescence (FDH is formaldehyde dehydrogenase) | B2RXH2 | AID 2147 | hit rate 1.6% among 230,000; active = well fitted inhibition curve with a large enough effect, not every such curve was filed as active; inconclusive = small, poorly fitted or top-dose-only effect, or another doubt; inactive = no such curve, though single readings can be large or run the other way;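 note: 0% = wells with enzyme and -100% = buffer wells without enzyme; nearly all actives have a fitted effect of over 50% in size; many of its hits are not listed in these tables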
Target sequence (B2RXH2 1-337 limits assumed): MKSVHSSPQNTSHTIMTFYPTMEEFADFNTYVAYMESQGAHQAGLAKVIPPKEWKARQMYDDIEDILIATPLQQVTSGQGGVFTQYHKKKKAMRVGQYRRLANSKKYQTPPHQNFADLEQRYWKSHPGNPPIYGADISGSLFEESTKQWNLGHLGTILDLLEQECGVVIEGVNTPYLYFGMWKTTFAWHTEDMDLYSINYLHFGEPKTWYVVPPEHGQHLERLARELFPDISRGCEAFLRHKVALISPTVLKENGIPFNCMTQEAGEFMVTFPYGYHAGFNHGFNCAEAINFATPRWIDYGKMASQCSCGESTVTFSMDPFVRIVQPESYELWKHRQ
Tau fluor counter: counter-screen for tau fibril formation inhibitors; tau K18 P301L Alexa594 fluorescence, heparin fibrillization; Potency, µM (top dose mostly 57.7 µM), without a hit: at the top dose activity change, negative = decrease; hit rate 0.93% among 280,000; AID 1463; note: % is set by controls: 0 for no effect and ±100 for the full control effect; nearly all actives have a fitted effect of over 55% in size
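Human tau K18 P301L (15 uM unlabeled, 0.24 uM Alexa 594-labeled) in 100 mM sodium acetate pH 7 with 20 uM heparin, 6 hr at 37 C. ThT 30 uM added, 1 hr ambient; Alexa 594 FP and total fluorescence read at 555/632 nm.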
ALDH1A1 inh: blocks purified human ALDH1A1 activity; hit rate 7.3% among 220,000; P00352; AID 1030; Purified ALDH1A1, NADH fluorescence, propionaldehyde substrate; Potency, µM (top dose mostly 75.3 µM), inactives show at the highest dose activity, negative = inhibition, most hits filed as inhibitors; active = well fitted inhibition curve with a large enough effect, not every such curve was filed as active; inconclusive = small, poorly fitted or top-dose-only effect, or another doubt; inactive = no such curve, though single readings can be large or run the other way;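 note: plate controls were no enzyme wells and a reference inhibitor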
Target sequence (P00352 whole entry, looked up): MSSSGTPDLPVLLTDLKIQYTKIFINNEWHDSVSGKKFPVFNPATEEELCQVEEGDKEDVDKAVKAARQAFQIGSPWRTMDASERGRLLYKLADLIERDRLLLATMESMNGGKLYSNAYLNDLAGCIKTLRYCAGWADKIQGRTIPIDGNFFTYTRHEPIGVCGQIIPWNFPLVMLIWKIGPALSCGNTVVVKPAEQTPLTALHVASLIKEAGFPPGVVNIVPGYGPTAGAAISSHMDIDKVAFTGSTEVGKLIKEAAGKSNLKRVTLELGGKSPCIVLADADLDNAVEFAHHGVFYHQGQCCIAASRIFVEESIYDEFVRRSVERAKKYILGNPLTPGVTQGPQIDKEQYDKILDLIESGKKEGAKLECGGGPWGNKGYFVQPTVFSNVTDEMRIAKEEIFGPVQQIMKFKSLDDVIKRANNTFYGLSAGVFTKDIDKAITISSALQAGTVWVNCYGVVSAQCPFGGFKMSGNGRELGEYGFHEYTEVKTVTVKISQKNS
Tau FP inhib: blocks human tau fibril formation measured by polarization; Potency, µM (top dose mostly 57.7 µM), for the others: at the top dose activity, negative = inhibition, actives largely listed as inhibitors; P10636; hit rate 0.39% among 280,000; K18 P301L tau heparin fibrillization, Alexa594 FP, 6 h; note: % is set by controls: 0 for no effect and ±100 for the full control effect; nearly all actives have a fitted effect of over 55% in size
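Compound effects on tau fibrillization are measured by Alexa 594 fluorescence polarization (ex 555, em 632 nm). K18 P301L tau is used at 15 uM with 0.24 uM labeled tracer, and 20 uM heparin induces aggregation over 6 hr at 37 C.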
SMN2 splice enh: SMN2 splice variant enhancement | hit rate 2.8% among 210,000 | HEK293 SMN2-luciferase splicing reporter, luminescence, 30-36 h | Potency, µM (titrated, usually from 46.1 µM), inactives show at the highest dose activity change, positive = activation, actives largely listed as activators; note: % of control where 0% means no effect; nearly all actives have a fitted effect of over 55% in size
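qHTS luciferase splicing reporter: luminescence rises when SMN2 exon 7 is included in transfected HEK293 cells. Compound exposure lasted 30-36 h at 37C, with 4.5 mM final sodium butyrate as control, followed by a ONE-Glo read.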
HTT aggregate: inhibitors of mutant huntingtin aggregate formation in PC12 cells. hit rate 1.1% among 220,000. Potency, µM (series often up to 46.1 µM), without a hit: at the top dose activity change, negative = inhibition, usual class: inhibitors. PC12 HttQ103-GFP aggregates, Acumen cytometry, 40 h; note: % is set by controls: 0 for no effect and ±100 for the full control effect; nearly all actives have a fitted effect of over 60% in size
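PC12 cells stably carrying ecdysone-inducible HTT exon 1 Q103–GFP were induced with tebufenozide (100 nM final) and treated with library compounds in titration. GFP aggregates in lysates were counted by laser scanning cytometry.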
HTT cytoprotect: cytoprotection in Huntington HTT-Q103 PC12 cell model; PC12 HTT-Q103 induced, cytoprotection, ATP luminescence, 40 h; Potency, µM (series often up to 56.4 µM), inactives show cytoprotection (ATP increase), usual class: activators; hit rate 0.14% among 230,000; AID 1471;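 note: % of control where 0% means no effect; nearly all actives have a fitted effect of over 45% in size; toxic huntingtin expression switched on by the ecdysone agonist tebufenozide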
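ATP quantification (ATPlite) reports survival of PC12 cells in which tebufenozide, 100 nM final, switches on Htt exon 1 with 103 glutamines linked to GFP; compounds are titrated.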
Starred values were filed as active, the others as inactive; ? = inconclusive; . = no result given; [ ] = another dose, or the depositor's remark. Unless noted, calls come from the whole dose curve; as a rule, active = well fitted curve in the direction sought with a large enough effect; inconclusive = small, poorly fitted or top-dose-only effect, or another doubt; inactive = no such curve, though single readings can be large; an effect the other way counts as inactive or inconclusive. Potency is the fitted concentration of half-maximal effect.

canonical_smiles,HTT cytoprotect,Tau FP inhib,HTT aggregate,Tau fluor counter,ALDH1A1 inh,SMN2 splice enh,KDM4E inh,Tau ThT inhib
c1ccc(C(c2ccccc2)N2CCN(Cc3nc(-c4cnccn4)no3)CC2)cc1,31%[10 µM],0%,-1%[9.22 µM],-7%,.,.,8%,-8%
Cn1c(CSc2nc3ccccc3s2)n[nH]c1=S,-8%,5%,-13%,0%,?,18%,-10%,-6%
COCCn1c(C(=O)N2CCCC2)cc2c1C[C@H]1CN(C(=O)c3ccccc3)[C@@](Cc3ccc(OC)cc3)(C(=O)OC)[C@@H]21,?,-1%,.,-4%,-4%,-1%,-17%,-9%
O=C(NCc1ccccc1)C(Cc1ccccc1)NS(=O)(=O)c1cccc2nsnc12 (stereo not given),9%,-1%,-8%,-11%,7%,2%,-6%,-6%
COc1ccc(CNc2nc3nc(-c4ccccc4)cc(=O)n3[nH]2)cc1OC,-21%[0.074 µM],5%,5%,2%,?,-3%,?,-6%
Cc1ccc(CNC(=O)CNC(=S)N(Cc2ccccc2)Cc2cccnc2)cc1,-23%,-10%,-14%,-16%,?,18%,-1%,-19%
C=CCn1cccc(C(=O)Nc2ccc(OC)c(OC)c2)c1=O,-8%[10 µM],1%,-10%,2%,5%,-17%,-2%,-2%
CC1=C(C(=O)Nc2ccccc2C)C(c2ccncc2)n2nc(SCc3ccccc3Cl)nc2N1 (stereo not given),.,-13%,.,-6%,.,0%,.,-2%
CC1(N2CCOCC2)CC2(O)C(=[N+]1[O-])CCc1c2no[n+]1[O-] (stereo not given),13%,?,?,-11%,-2%,8%,-20%,?
O=C(Nc1cccc(CCc2ccccn2)c1)c1cc(F)c(F)cc1Cl,-16%[10 µM],0%,21%,6%,?,-2%,-4%,15%
CC(=O)C1=NOC(CNc2ncc(C(F)(F)F)cc2Cl)C1 (stereo not given),2%[10 µM],1%,12%,5%,2%,18%,5%,4%
COc1ccc(C(=O)N/N=c2\oc3ccccc3cc2C(N)=O)cc1,-35%[inhibitor],1%,-5%,-11%,-2%,-10%,-19%,?
Cc1cccc(OCc2nc(-c3ccc(Br)o3)no2)c1,-17%,-2%,-10%,-21%,?,4%,2%,?
Cc1cc(=O)n2nc(N3CCC(C(=O)NCc4ccccc4F)CC3)sc2n1,.,0%,.,-4%,.,1%,.,?
Cc1ccc(C(c2nnnn2CCc2ccccc2)N2CCSCC2)cc1 (stereo not given),-25%[10 µM],15%,?,-6%,-7%,-9%,-2%,-7%
COC(=O)c1ccc(Oc2nc(N(C)C)nc(N3CCOCC3)n2)cc1,-21%,0%,23%,-7%,15%,-19%,4%,-6%
Cc1c(Cc2ccccc2)c(NCCN(C)C)n2c(nc3ccccc32)c1C#N,-16%[10 µM],-4%,2%[9.22 µM],-4%,.,.,?,4%
CC(C)CN(C(=O)CN1CCN(c2cccc(Cl)c2)CC1)c1c(N)n(CC(C)C)c(=O)[nH]c1=O,-19%,-10%,4%,-9%,8%,.,-8%,-6%
COc1ccc([C@H]2[C@H](C(=O)OC(C)(C)C)N3N=Cc4ccccc4C3C23C(=O)c2ccccc2C3=O)c(OC)c1 (stereo not given in full),.,7%,-11%,-20%,-14%,7%,-25%,?
CCOC(=O)/C(C#N)=C\C1=C(N2CCCC2)CC(C)(C)OC1,4%[1.9 µM],?,3%,-6%,14µM*,5%,?,-10%
O=C(NCCn1cccn1)c1ccc(OC2CCN(C(=O)C3CC3)CC2)cc1,18%[10 µM],-1%,11%[9.22 µM],0%,9%,.,6%,-15%
CCCn1c2c(c(O)c(C(=O)Nc3ccccn3)c1=O)CCCC2,-1%[10 µM],0%,-14%,4%,-3%,.,-1%,-3%
CCOC(=O)c1nn(-c2ccc(OC)cc2)c(=O)c2c(N)scc12,3%[10 µM],?,-11%,?,8.9µM*,3%,?,8.9µM*
Cc1ccc(NC(=O)C(C)N2C(=O)c3ccccc3C2=O)cc1 (stereo not given),-3%,0%,?,-3%,?,.,1%,-1%
O=C(OCc1cc(=O)n2c(n1)sc1ccccc12)c1ccc(O)cc1,37%[10 µM],-18%,12%,-26%,-2%,20µM*,-15%,?
CCn1c(=O)cc(SCC(=O)NCCCN2CCC(C)CC2)c2ccccc21,-24%,5%,-19%,5%,-3%,?,-20%,-2%
Cc1ccc(NCC(=O)N/N=C/c2c[nH]c3ccccc23)cc1,-10%,11%,-15%,?,-3%,-6%,-2%,?
COc1ccc2nc(C)cc(SCC(=O)NNC(=O)COc3cccc4ccccc34)c2c1,24%[10 µM],-5%,0%,-6%,?,-8%,-7%,6%
O=C(Nc1cccc(-c2cn3cccnc3n2)c1)c1ccc2c(c1)OCO2,-32%,2%,12%,-14%,?,-11%,?,-14%
Cc1cc(C)c(OCC(=O)Nc2nnn(C)n2)c(Br)c1,-13%[10 µM],-1%,2%,-1%,-1%,-4%,-7%,-4%

Ordered by value in ALDH1A1 inh (highest first): three from the list above.
| Compound | Tau FP inhib | HTT aggregate | ALDH1A1 inh | SMN2 splice enh | KDM4E inh | Tau ThT inhib |
| --- | --- | --- | --- | --- | --- | --- |
| O=C(NCCn1cccn1)c1ccc(OC2CCN(C(=O)C3CC3)CC2)cc1 | -1% | 11%[9.22 µM] | 9% | . | 6% | -15% |
| O=C(OCc1cc(=O)n2c(n1)sc1ccccc12)c1ccc(O)cc1 | -18% | 12% | -2% | 20µM* | -15% | ? |
| CCn1c(=O)cc(SCC(=O)NCCCN2CCC(C)CC2)c2ccccc21 | 5% | -19% | -3% | ? | -20% | -2% |

Carrying on:
canonical_smiles,HTT cytoprotect,Tau FP inhib,HTT aggregate,Tau fluor counter,ALDH1A1 inh,SMN2 splice enh,KDM4E inh,Tau ThT inhib
COc1ccc(Nc2oc(-c3ccc(Cl)cc3)nc2C#N)cc1,-67%[inhibitor],5%,-9%,?,?,14µM*,?,?
O=C(c1ccc(Cl)c([N+](=O)[O-])c1)N1CCN(c2ccccn2)CC1,14%[0.074 µM],1%,-17%,5%,10µM*,-26%,20%,-2%
CCCN=C1CC(C)(C)CC(=O)/C1=C(/O)CCCN1C(=O)c2ccccc2C1=O,-32%[inhibitor],-4%,-9%,-6%,-11%,-9%,9%,-3%
Cc1ccc(C)c(N(CC(=O)NCCC2=CCCCC2)S(C)(=O)=O)c1,1%,8%,-5%[9.22 µM],-15%,5%,-13%,10%,-14%
CCOC(=O)N1CCC(NC(=O)Cn2cc3c(n2)CCC(C)C3)CC1 (stereo not given),8%[10 µM],4%,-12%,9%,1%,-6%,-2%,10%
CCCn1c(C)cc(C(=O)COC(=O)CN=C2NS(=O)(=O)c3ccccc32)c1C,1%[10 µM],-1%,7%,-3%,8%,-1%,-13%,-1%
COc1ccc(C2c3[nH]c4ccccc4c3CC3C(=O)N(CCc4ccc(OC)c(OC)c4)CC(=O)N32)cc1 (stereo not given),-59%[inhibitor],3%,.,?,?,-9%,2%,?
COc1ccc(C(=O)Nc2cc(C)on2)cc1[N+](=O)[O-],16%,-11%,2%,-10%,0%,-13%,6%,-11%
Cc1cccc(Oc2ccc(S(=O)(=O)N3CCCCC3)cc2N)c1,-24%,11%,?,-28%,1%,-55%[inhibitor],-15%,-17%
O=C(NCc1cccnc1)c1ccccn1,3%[10 µM],2%,?,-5%,5%,8%,5%,-12%
Cc1ccc(N2C(=O)CC(c3ccsc3)C3=C2CC(C)(C)CC3=O)cc1 (stereo not given),-2%,-3%,11%,4%,6%,-9%,3%,-3%
Cc1ccc(NC(=O)Nc2cnc3ccccc3c2)cc1,-19%[10 µM],-17%,-25%,?,-14%,13µM*,1%,?
Cc1ccc(NC(=O)c2ccccc2CCc2ccccc2)c(C)c1,-14%,-7%,2%,2%,9%,-11%,6%,0%
Cc1c(Cl)cccc1NC(=O)c1ccc2snnc2c1,.,-15%,.,-5%,.,12%,.,-2%
CCO/N=C(\C)c1c(O)c(CC)c(-c2ccccc2)n(-c2ccccc2)c1=O,5%[10 µM],3%,3%,-1%,-1%,-2%,5%,?
O=C(C[n+]1cc(-c2ccc(F)cc2)n2c1CCC2)OCc1ccccc1,-26%[10 µM],-2%,8%,8%,10%,3%,-1%,5%
Cc1ccc(CNC(=O)COC(=O)CSc2ccc(Br)cc2C)cc1,-13%[10 µM],4%,-16%,-15%,?,4%,-11%,?
CCn1c(SCC(=O)N/N=C/c2c[nH]c3ccccc23)nnc1-c1ccc(Cl)cc1,22%[10 µM],13%,-14%,?,5%,1%,-15%,?
O=C(CCC1CCCN(C(=O)Cn2cnnn2)C1)NCc1ccc(F)c(F)c1 (stereo not given),-10%,6%,-11%,3%,-3%,.,-2%,-5%
CCC(CC)C(=O)NCCc1cc2c(C)ccc(C)c2[nH]c1=O,-11%,-1%,7%[9.22 µM],-1%,-3%,.,7%,-4%
CC1CN(C(=O)N2CCOCC2)CCN1C(=O)N1CCOCC1 (stereo not given),13%[10 µM],-1%,-6%[9.22 µM],4%,-2%,3%,2%,1%
CS/C(=N\NC(N)=O)c1ccccc1,9%[10 µM],-9%,-3%,5%,6%,-3%,-3%,9%
C/C(=N\Nc1ccc(S(=O)(=O)N2CCOCC2)cc1[N+](=O)[O-])C(C)C,-34%[inhibitor],2%,-23%,?,18µM*,4%,1%,?
COc1ccccc1-c1nc(C#N)c(NCCCn2ccnc2)o1,?,-1%,-5%[9.22 µM],-2%,.,.,?,.
COc1ccc(-n2nc(C(=O)Nc3cc(C)ccn3)c3c4ccccc4n(C)c3c2=O)cc1Cl,.,-3%,.,-14%,.,5%,.,-5%
O=C(CSC(=S)N1CCOCC1)Nc1ncc2c(n1)CC(c1ccco1)CC2=O (stereo not given),-4%[10 µM],-2%,0%[9.22 µM],4%,.,.,3%,.

A portion of the library; count on the stated rates, not on these rows.
